TLR9-MyD88 block: inhibitors of human TLR9-MyD88 binding | 0.21% of 340,000 active | CHO BLA complementation TLR9-MyD88, CCF4 FRET ratio | inhibition, % at 4.98 µM;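 active = inhibition above the mean over all tested compounds plus 3 SD, cut at about 21% in these data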;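 note: 0% = DMSO only wells and 100% = clavulanate BLA inhibitor control wells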
TROY signal inh: blocks TROY-dependent signaling in reporter cells. AID 1347056. inhibition, % at 10 µM. 0.98% of 360,000 active. Q293 LMP1-TROYcd NF-kB luciferase reporter, 4 h;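 active = compounds whose plate-normalised and pattern-corrected inhibition of the luciferase reporter signal at the single screening dose is 50% or more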
COUP-TFII inh: inhibitors of human COUP-TFII (NR2F2); 0.7% of 370,000 active; HEK293T NGFI-A luciferase reporter, luminescence; inhibition, % at 8.6 µM; AID 686940;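 active = inhibition above a per-plate cutoff, mean inhibition of test wells between control levels plus 3 SD, cut at about 38% in these data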;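 note: cells cotransfected with COUP-TFII expression vector driving the NGFI-A reporter; 0% = median of COUP-TF2 test wells and 100% = reporter-only cells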
NCOA2 inhibitor: human SRC2 (NCOA2) inhibition; inhibition, % at 9 µM; HEK293 GAL4-SRC2 luciferase reporter, luminescence; Q15596; 0.17% of 370,000 active;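 active = inhibition above the mean inhibition of all tested compounds plus 3 SD, set per campaign, cut at about 52% in these data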;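 note: 0% = DMSO treated cells and 100% = cells given Gossypol at 36 µM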
LRH-1 inv ag: NR5A2 inverse agonism in reporter assay | O00482 | HEK293T StAR-luciferase reporter, LRH-1 transfected, 24 h | inhibition, % at 3.6 µM | 0.13% of 360,000 active | AID 602396;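 active = inhibition above the mean inhibition of all tested compounds plus 3 SD, cut at about 73% in these data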;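 note: 0% = DMSO wells and 100% = reporter-only cells lacking LRH-1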
EBV LMP1 NFkB: reduces LMP1-driven NF-kappaB luciferase signal; 0.69% of 350,000 active; LMP1-induced NF-kappaB luciferase reporter cells, luminescence; AID 504558; inhibition, % at 12.5 µM; in the data active = inhibition above about 41%;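 note: 0% = neutral control wells and 100% = reference inhibitor control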
C8 TRAIL sens: sensitizes caspase-8 expressing cells to TRAIL; NB7+C8 cells + TRAIL, ATPlite viability luminescence; inhibition (viability loss, TRAIL sensitization), % at 10 µM; 1% of 360,000 active;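 active = compounds causing at least 50% loss of cell viability in the single-dose screen, relative to plate controls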
TWEAK-Fn14 inh: TWEAK-Fn14 signaling inhibition | 2% of 360,000 active | TWEAK-stimulated Fn14 reporter cells, luciferase luminescence, 8 h | AID 1159606 | inhibition, % at 10 µM; in the data active = inhibition above about 50%
NOD2 RIPK2 PPI: blocks binding of human NOD2 to RIPK2 | CHO BLA complementation NOD2-RIPK2, CCF4 ratio | inhibition, % at 4.98 µM | 0.38% of 360,000 active | AID 624267; in the data active = inhibition above about 21%;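 note: 0% = vehicle only and 100% = reference blocker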
NCOA3 inh: human NCOA3 inhibition; Q9Y6Q9; inhibition, % at 3.6 µM; 0.17% of 360,000 active; HEK293 GAL4-SRC3 luciferase reporter, luminescence;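 active = inhibition above a per-campaign cutoff, the mean of all compounds plus 3 SD, cut at about 60% in these data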;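 note: 0% = DMSO-treated cells and 100% = gossypol-treated cells at 36 µM; higher means less SRC3-driven luciferase light from the GAL4 reporter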
NCOA1 inh: inhibits human SRC1 coactivator | 0.12% of 360,000 active | inhibition, % at 3.6 µM | HEK293 GAL4-SRC1 luciferase reporter, luminescence | AID 588354;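 active = inhibition above the campaign mean plus 3 SD, with each screening campaign given its own cutoff, cut at about 60% in these data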;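 note: 0% = DMSO treated cells and 100% = gossypol at 36 µM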
Target sequence (Q15788 whole entry, looked up, the tested form may be a part): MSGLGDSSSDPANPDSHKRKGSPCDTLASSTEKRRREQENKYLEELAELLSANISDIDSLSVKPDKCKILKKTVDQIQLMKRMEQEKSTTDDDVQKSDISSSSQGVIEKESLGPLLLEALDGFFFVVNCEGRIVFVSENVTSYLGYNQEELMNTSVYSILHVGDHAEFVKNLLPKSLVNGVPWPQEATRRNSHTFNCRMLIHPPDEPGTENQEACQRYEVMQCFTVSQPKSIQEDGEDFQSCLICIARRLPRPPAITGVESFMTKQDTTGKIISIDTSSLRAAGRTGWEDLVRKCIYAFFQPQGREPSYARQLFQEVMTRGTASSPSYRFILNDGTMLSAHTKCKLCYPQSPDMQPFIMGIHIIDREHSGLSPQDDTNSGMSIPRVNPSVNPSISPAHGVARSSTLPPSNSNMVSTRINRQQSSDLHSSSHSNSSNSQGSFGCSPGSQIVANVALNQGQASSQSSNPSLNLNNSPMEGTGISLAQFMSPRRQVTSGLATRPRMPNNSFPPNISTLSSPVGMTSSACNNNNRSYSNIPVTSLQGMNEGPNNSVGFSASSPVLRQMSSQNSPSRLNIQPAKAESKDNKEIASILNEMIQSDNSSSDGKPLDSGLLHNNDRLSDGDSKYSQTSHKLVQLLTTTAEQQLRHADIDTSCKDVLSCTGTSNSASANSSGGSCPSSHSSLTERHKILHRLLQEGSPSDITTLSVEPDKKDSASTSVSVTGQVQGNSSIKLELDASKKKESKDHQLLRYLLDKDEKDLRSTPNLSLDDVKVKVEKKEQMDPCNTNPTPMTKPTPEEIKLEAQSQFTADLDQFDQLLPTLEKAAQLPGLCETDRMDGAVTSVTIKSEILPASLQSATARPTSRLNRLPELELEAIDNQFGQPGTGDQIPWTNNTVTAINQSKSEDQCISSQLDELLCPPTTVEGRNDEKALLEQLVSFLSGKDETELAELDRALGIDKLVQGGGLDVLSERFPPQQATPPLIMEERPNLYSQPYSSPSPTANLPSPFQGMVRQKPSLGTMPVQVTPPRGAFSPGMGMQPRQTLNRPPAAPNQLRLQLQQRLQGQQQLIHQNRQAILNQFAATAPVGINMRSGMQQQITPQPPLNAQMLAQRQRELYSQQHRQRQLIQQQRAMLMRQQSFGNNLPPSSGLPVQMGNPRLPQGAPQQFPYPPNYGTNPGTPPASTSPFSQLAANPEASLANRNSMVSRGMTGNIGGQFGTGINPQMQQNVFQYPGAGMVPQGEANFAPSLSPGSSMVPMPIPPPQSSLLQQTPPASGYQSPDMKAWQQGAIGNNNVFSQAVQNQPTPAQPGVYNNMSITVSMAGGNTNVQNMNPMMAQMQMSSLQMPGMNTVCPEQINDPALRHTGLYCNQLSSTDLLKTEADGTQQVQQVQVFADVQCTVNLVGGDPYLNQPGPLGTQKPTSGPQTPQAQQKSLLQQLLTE
An asterisk follows results filed as active; . = not tested or not shown. An excerpt; the hit share may differ from the screen's.

| canonical_smiles | TLR9-MyD88 block | TROY signal inh | COUP-TFII inh | NCOA2 inhibitor | LRH-1 inv ag | EBV LMP1 NFkB | C8 TRAIL sens | TWEAK-Fn14 inh | NOD2 RIPK2 PPI | NCOA3 inh | NCOA1 inh |
| --- | --- | --- | --- | --- | --- | --- | --- | --- | --- | --- | --- |
| OC(COCCOc1ccc(Br)cc1)CN1CCN(Cc2ccccc2)CC1 (stereo unspecified) | -2 | 9 | 27 | 5 | 4 | 11 | 13 | -1 | -8 | 11 | -6 |
| COc1ccccc1NC(=O)CCN1CCN(C)CC1 | 3 | 0 | 4 | 0 | -10 | -1 | -6 | -1 | -6 | -1 | -13 |
| N#CCc1cccnc1Sc1ccc(Cl)cc1 | 3 | -12 | -10 | 15 | -26 | 4 | 7 | 7 | 2 | 5 | 15 |
| CCS(=O)(=O)c1nc(S(=O)(=O)c2ccc(C)cc2)c(N2CCC3(CC2)OCCO3)s1 | -16 | 6 | 2 | -6 | 7 | -1 | -21 | 11 | -13 | -11 | -6 |
| CCN(Cc1ccccc1)CC(O)COc1ccccc1 (stereo unspecified) | -6 | -8 | -10 | 0 | -1 | 7 | -1 | -8 | 7 | -10 | -6 |
| O=C(c1ccncc1)N1CCN(C2CCCCC2)CC1 | -1 | 2 | 12 | -36 | 1 | 3 | -1 | 17 | 0 | 20 | 10 |
| O=C(Nc1cccc(C2OCCCO2)c1)c1cccs1 | -2 | -56 | 23 | -6 | -1 | -4 | -2 | -12 | -1 | -8 | -4 |
| CC(C)C[C@H]1CNC(=S)N1CC1CCCN1C[C@H](Cc1ccccc1)N1C[C@H](Cc2ccc(O)cc2)N(CC2CCCCC2)C1=S (stereo partly specified) | -5 | 1 | 3 | 10 | -35 | 1 | -1 | 23 | -13 | -8 | -7 |
| COc1ccccc1NC(=O)Cc1nc(CCl)cs1 | 4 | -9 | 4 | -33 | -9 | 2 | -7 | 7 | 2 | 2 | -9 |
| CCOc1ccccc1NC(=S)NC(=O)CCCOc1ccc(Cl)cc1Cl | -12 | -13 | 11 | -13 | -1 | 6 | 3 | 8 | -7 | 8 | 8 |
| Cc1nnc(C)n1/N=C/c1cccnc1 | -2 | -4 | 12 | -6 | 8 | 1 | 15 | -11 | -10 | 6 | 4 |
| CN(CC(=O)Nc1ccc(N2CCOCC2)cc1)C(=O)CCc1ccccc1Cl | -2 | 1 | -2 | 1 | -16 | 4 | 6 | 2 | -24 | 7 | 8 |
| COc1ccc(C2CC(c3cccs3)=NN2C(=O)CSc2nc3ccccc3s2)cc1 (stereo unspecified) | 2 | -12 | -11 | -23 | -4 | -4 | 4 | 20 | 10 | 10 | 9 |
| Cc1cccnc1NC(=O)C(C)N1C(=O)c2ccccc2C1=O (stereo unspecified) | -3 | 15 | 6 | 8 | -2 | 0 | 8 | -9 | -1 | 8 | -17 |
| Cc1ccnc(NS(=O)(=O)c2cccc3nsnc23)c1 | 2 | 6 | -28 | 5 | -13 | 1 | 17 | 0 | -1 | -17 | 12 |
| Cc1cc(C)c(S(=O)(=O)NCc2ccccn2)c(C)c1 | -4 | 8 | 8 | 9 | -1 | 2 | 16 | 14 | 7 | -11 | 11 |
| CCOc1cc(CNc2ccc(O)cc2)ccc1OCc1ccc(Cl)cc1Cl | 1 | -1 | . | . | 8 | 6 | 10 | 2 | -14 | 6 | -10 |
| Cc1ccc([N+](=O)[O-])cc1NC(=S)NC(=O)c1ccco1 | 2 | 5 | 6 | 5 | 29 | 0 | -8 | -11 | -9 | 13 | 14 |
| Cc1ccc(S(=O)(=O)NC2=NCN(Cc3cccnc3)CN2)cc1 | -3 | 1 | 16 | 6 | 21 | -3 | 6 | 2 | -12 | -5 | -7 |
| Cc1ccc(-n2ncc3c(NNC(=O)c4cccs4)ncnc32)cc1 | -1 | 10 | 9 | -5 | -5 | 1 | -10 | 10 | 7 | 10 | -9 |
| CC1(c2ccc(F)cc2)OC(=O)c2c1ccc1ccccc21 (stereo unspecified) | 10 | 17 | -11 | 0 | 25 | 0 | -3 | 4 | 3 | -11 | 0 |
| Cc1cc(C)cc(NC(=O)CN2CCC(NC(=O)c3cccc(F)c3)CC2)c1 | 7 | -1 | 3 | 15 | 7 | -3 | -6 | 9 | 2 | -1 | 13 |
| Cc1c(C(=O)NCCN2CCOCC2)oc2ccccc12 | 8 | -5 | 0 | -31 | -11 | -3 | -7 | -14 | 8 | -1 | -3 |
| Cc1ccc(C(=O)c2ccccc2C(=O)OCC(=O)NCCc2ccc(Cl)cc2Cl)cc1 | 2 | 6 | 15 | -7 | -4 | 1 | 2 | 20 | -4 | 1 | -34 |
| O=C(CCCn1cnc([N+](=O)[O-])n1)Nc1cc(Cl)ccc1O | 9 | 6 | 17 | -1 | -8 | -4 | 8 | 16 | -1 | 10 | 0 |
| COc1cccc(NC(=O)CN(C)C(=O)CC(C)c2ccccc2)c1 (stereo unspecified) | 6 | 18 | -1 | -14 | -3 | -3 | 14 | 13 | 2 | -3 | -18 |
| COc1cccc(N(C(=O)CCl)C(C(=O)NCCc2ccccc2)c2cccs2)c1 (stereo unspecified) | 1 | -13 | 7 | 61* | 26 | 36 | 96* | 59* | -2 | 68* | 28 |
| O=[N+]([O-])c1ccccc1OCCCn1cnc2ccccc21 | -3 | -35 | -40 | -46 | -151 | -37 | 10 | -28 | -3 | -115 | -98 |
| CC1CC(=O)N(CC(=O)NCc2ccccc2)c2ccccc2S1(=O)=O (stereo unspecified) | 0 | 2 | -8 | -18 | -3 | -3 | -4 | 5 | -9 | -18 | -21 |
| Cc1cc(=O)n2c(nc3ccccc32)[nH]1 | -14 | 0 | -8 | 7 | -24 | -5 | -5 | 10 | -1 | 18 | -12 |
| COc1ccccc1-c1nc(-c2cccc(C)c2)no1 | -8 | -7 | -62 | -70 | -132 | -43 | 26 | 42 | -1 | -78 | -124 |
| CCOC(=O)c1[nH]c(C)c(CN(Cc2ccco2)C(=O)C(F)(F)F)c1C | 3 | 17 | 14 | 4 | 5 | -7 | 12 | 0 | -3 | -13 | -1 |
| Clc1ccc(-c2n[nH]c3c2CCC3)c(Cl)c1 | 0 | 5 | -4 | -42 | -13 | -8 | 7 | -20 | -1 | 20 | -10 |
| Cc1nn(C)c(C)c1N1C(=O)c2cccc3c(N)ccc(c23)C1=O | 29* | 10 | 15 | 6 | 14 | 1 | 17 | -3 | 34* | 5 | -26 |
| Cc1ccc(NS(=O)(=O)c2ccc(Cl)c(N=Nc3c(O)[nH]c(=O)[nH]c3=O)c2)cc1Cl | 2 | 16 | -16 | 22 | 3 | 1 | 1 | -16 | -8 | 21 | 9 |
| COc1ccccc1NC(=O)CN1CCN(c2ccccc2)CC1 | -2 | 2 | 12 | 6 | -10 | 2 | -24 | 5 | -9 | 18 | -23 |
| O=S(=O)(Nc1nc2ccccc2nc1NCC1CCCO1)c1ccc(F)cc1 (stereo unspecified) | -3 | 14 | 3 | -13 | 14 | -2 | -1 | 18 | -3 | 7 | 4 |
| CCCn1c(SCC(=O)Nc2cc(Cl)ccc2Cl)n[nH]c1=O | 3 | 19 | 2 | 24 | -8 | -4 | -10 | 24 | 6 | 4 | -43 |
| COc1ccc(-c2noc(C3CCCN(C(=O)c4cccc(C)c4)C3)n2)cc1 (stereo unspecified) | 6 | 10 | 7 | -5 | 3 | 5 | 3 | -1 | 6 | -16 | -14 |
| CC(C)Cn1c(N)c(C(=O)COC(=O)c2ccc3ccccc3n2)c(=O)n(C)c1=O | -15 | 28 | -6 | -2 | 8 | 3 | 4 | 10 | -2 | 10 | -5 |
| CCCCNC(=O)C1(C)CCCCCN1Cc1cc2ccccc2o1 (stereo unspecified) | . | 11 | 6 | -11 | -11 | . | 0 | 12 | 6 | 7 | -11 |
| Cc1ccc(OCc2nnc(NC(=O)c3ccco3)s2)cc1 | -3 | -19 | 0 | -17 | 4 | -3 | -3 | 9 | -13 | 11 | 4 |
| CCOC(=O)N1CCN(C(=O)C2CCN(Cc3cccc(OCc4ccccc4)c3)CC2)CC1 | 6 | -2 | 2 | 2 | -21 | 1 | -1 | 0 | -10 | 7 | -27 |
| C[C@H](NC(=O)N1CCn2c1nc1ccccc12)C(=O)NCCc1ccccc1 | 5 | 3 | 2 | 12 | 12 | 6 | -7 | 13 | -1 | 16 | -13 |
| CC(C(=O)O)N1CCCCC1 (stereo unspecified) | -3 | 14 | -16 | -57 | 4 | 0 | 0 | -5 | -5 | 7 | 0 |
| Cc1ccnc(NC(=O)c2ccc([N+](=O)[O-])s2)c1 | 4 | 5 | -21 | -135 | -5 | -33 | 33 | 18 | -2 | -49 | -129 |
| O=C(NC(=S)Nc1cccc(Cl)c1)c1cncc(Br)c1 | . | -61 | -2 | -8 | 2 | . | 3 | -13 | -14 | 6 | -24 |
| CC[C@@H]1C=C(C(=O)O)[C@H](c2ccc3c(c2)OCO3)N1S(=O)(=O)c1ccc(C)cc1 | -5 | -13 | -5 | 4 | 10 | -6 | -21 | 6 | 2 | 2 | 15 |

Part of the list above, limited to NCOA1 inh and NCOA2 inhibitor.
Compound | NCOA1 inh | NCOA2 inhibitor
CCCn1c(SCC(=O)Nc2cc(Cl)ccc2Cl)n[nH]c1=O | -43 | 24
COc1ccc(-c2noc(C3CCCN(C(=O)c4cccc(C)c4)C3)n2)cc1 (stereo unspecified) | -14 | -5
CC(C)Cn1c(N)c(C(=O)COC(=O)c2ccc3ccccc3n2)c(=O)n(C)c1=O | -5 | -2
CCCCNC(=O)C1(C)CCCCCN1Cc1cc2ccccc2o1 (stereo unspecified) | -11 | -11
Cc1ccc(OCc2nnc(NC(=O)c3ccco3)s2)cc1 | 4 | -17

An excerpt of these results, as labelled records.
CCCn1c(SCC(=O)Nc2cc(Cl)ccc2Cl)n[nH]c1=O
  TLR9-MyD88 block: 3
  TROY signal inh: 19
  COUP-TFII inh: 2
  NCOA2 inhibitor: 24
  LRH-1 inv ag: -8
  EBV LMP1 NFkB: -4
  C8 TRAIL sens: -10
  TWEAK-Fn14 inh: 24
  NOD2 RIPK2 PPI: 6
  NCOA3 inh: 4
  NCOA1 inh: -43
COc1ccc(-c2noc(C3CCCN(C(=O)c4cccc(C)c4)C3)n2)cc1 (stereo unspecified)
  TLR9-MyD88 block: 6
  TROY signal inh: 10
  COUP-TFII inh: 7
  NCOA2 inhibitor: -5
  LRH-1 inv ag: 3
  EBV LMP1 NFkB: 5
  C8 TRAIL sens: 3
  TWEAK-Fn14 inh: -1
  NOD2 RIPK2 PPI: 6
  NCOA3 inh: -16
  NCOA1 inh: -14

Screens from PubChem.
